Bioassay records from PubChem.
NR1D1 modulator = modulators of Rev-erb alpha DNA binding, primary screen, biochemical, FITC-DNA, fluorescence polarization, uHTS. Rev-erbα–FITC-DNA binding, 90 min. AID 1259318, 2017. activity, % at 10 µM. 370,000 tested, 0.79% active. Nuclear receptor subfamily 1 group D member 1 (Homo sapiens), P20393;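 active = activity above about 14%, limit read from the data; passing the limit was not always enough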;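 also: 0% = DMSO wells with 35 nM protein and 100% = DMSO wells with 750 nM protein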
PRMT1 FP inh = PRMT1 methyltransferase inhibitors, primary screen, biochemical, fluorescence polarization; inhibition, % at 2.79 µM; Protein arginine N-methyltransferase 1 (Homo sapiens), Q99873; 370,000 tested, 1.3% active; recombinant PRMT1, activity-based probe fluorescence polarization; AID 652257, 2013;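 active = inhibition above about 21% made by adding two undisclosed values, limit read from the data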
HTRA1 inhibitor = HTRA1 serine protease inhibitors, primary screen, biochemical, fluorescence polarization, HTS | recombinant HTRA1, FP-rhodamine activity-based probe | Q92743 | 340,000 tested, 0.5% active | inhibition, % at 5.96 µM; in the data active = inhibition above about 36%;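 also: 0% = enzyme with DMSO and 100% = wells lacking enzyme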
Target sequence (Q92743 whole entry, looked up): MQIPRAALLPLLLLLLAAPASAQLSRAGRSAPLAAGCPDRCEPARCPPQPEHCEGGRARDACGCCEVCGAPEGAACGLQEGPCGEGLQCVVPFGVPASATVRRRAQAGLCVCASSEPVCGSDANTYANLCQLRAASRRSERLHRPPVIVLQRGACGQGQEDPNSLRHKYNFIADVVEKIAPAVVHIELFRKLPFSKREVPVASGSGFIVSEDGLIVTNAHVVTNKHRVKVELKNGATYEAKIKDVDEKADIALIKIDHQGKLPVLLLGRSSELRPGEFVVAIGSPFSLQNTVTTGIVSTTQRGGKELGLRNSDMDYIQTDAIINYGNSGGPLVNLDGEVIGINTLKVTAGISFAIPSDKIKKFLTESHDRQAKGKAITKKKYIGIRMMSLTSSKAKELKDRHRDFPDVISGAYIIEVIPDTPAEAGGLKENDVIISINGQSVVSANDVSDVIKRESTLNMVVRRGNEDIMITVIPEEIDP
TCR-CD3 inh = inhibitors of human TCR-CD3 interaction, primary screen, biochemical, fluorescence, TAMRA-labeled TCR probe; T-cell receptor (TCR); inhibition, % at 9.4 µM; 360,000 tested, 0.37% active; in the data active = inhibition above about 19%;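 also: recombinant mutant TCR 2C K166C tagged with TAMRA read by polarization; 0% = receptor in buffer alone and 100% = receptor with positive control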
TDP2 inh = human TDP2 enzyme inhibitors, primary screen, biochemical, epi absorbance, recombinant enzyme; inhibition, % at 12.8 µM; AID 720702, 2013; 370,000 tested, 0.34% active; T5PNP hydrolysis, p-nitrophenol absorbance 415 nm;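 active = inhibition above the mean of all tested compounds plus 3 SD, set per campaign, cut at about 25% in these data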;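 also: 0% = DMSO with enzyme and 100% = buffer with substrate but no TDP2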
Target sequence (O95551 whole entry, looked up): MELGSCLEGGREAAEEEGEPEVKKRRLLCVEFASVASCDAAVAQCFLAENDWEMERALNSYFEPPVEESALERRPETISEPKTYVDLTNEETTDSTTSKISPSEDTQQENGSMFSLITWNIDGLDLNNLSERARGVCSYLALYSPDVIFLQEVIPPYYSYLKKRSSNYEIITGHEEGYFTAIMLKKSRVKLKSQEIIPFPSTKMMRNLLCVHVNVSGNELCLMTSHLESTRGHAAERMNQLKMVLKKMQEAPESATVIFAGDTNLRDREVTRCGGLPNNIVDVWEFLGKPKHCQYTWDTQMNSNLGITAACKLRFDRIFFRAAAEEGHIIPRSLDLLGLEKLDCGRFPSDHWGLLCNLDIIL
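Test system: human TDP2 enzyme; Input: 120 nM TDP2 per well; Buffer or medium: Mg2+-containing Tris-HCl buffer, pH 7.5; Reagent: 5 mM T5PNP; Dosing: 12.8 µM single point, 1% DMSO; Incubation: reaction 2 h, 37 °C; Detection: p-Nitrophenol epi absorbance; Read-out: % inhibition relative to enzyme-containing and enzyme-free wells; Replicates: single well per compound.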
rCAG RNA binder = binders of r(CAG) RNA repeats, primary screen, biochemical, fluorescence. r(CAG) RNA repeat, TO-PRO-1 dye displacement fluorescence. inhibition, % at 3 µM. 370,000 tested, 1.3% active. AID 651821, 2012;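 active = inhibition above the plate cutoff, the mean of all test compounds on that plate plus 3 SD, cut at about 35% in these data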;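 also: 0% = DMSO alone and 100% = 100 µM mitoxantrone as full dye displacement; higher means more dye released from RNA so lower well fluorescence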
SIAE inh = human SIAE inhibitors, primary screen, biochemical, fluorescence polarization, FP-Rh probe, 1536-well HTS; SIAE FP-Rh probe binding; Sialate O-acetylesterase (Homo sapiens), Q9HAT2; inhibition, % at 9.66 µM; AID 1053197, 2014; 370,000 tested, 0.69% active;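 active = inhibition above a cutoff: mean of compounds within the control limits plus 3 SD of those, cut at about 17% in these data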;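 also: 0% = plate median of compound wells and 100% = probe without SIAE protein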
ABHD4 inh = ABHD4 inhibitors, primary screen, biochemical, fluorescence polarization, mouse | (Lyso)-N-acylphosphatidylethanolamine lipase (Mus musculus), Q8VD66 | purified mABHD4, FP-Rh probe fluorescence polarization | inhibition, % at 8.92 µM | 370,000 tested, 0.54% active | AID 720543, 2013;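 active = inhibition exceeding the mean over every tested compound plus 3 SD, cut at about 30% in these data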;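 also: 0% = plate median of compound wells and 100% = S159A mutant with DMSO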
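Assay system: mABHD4 protein; medium: HEPES pH 7.0, NaCl, Pluronic buffer; dosing: 8.92 µM, single dose; schedule: 45 min + 60 min at 25 °C; signal: FP readout, ex 525 nm / em 598 nm; read-out: normalized percent inhibition of probe labeling; repeats: single replicate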
PG9 binder = binders of HIV-1 gp120 antibody PG9, primary screen, biochemical, TR-FRET | HIV-1 gp120 / PG9 antibody interaction | TR-FRET gp120-PG9 antibody binding | inhibition, % at 6.7 µM | 360,000 tested, 0.43% active | AID 624416, 2012; in the data active = inhibition above about 8.5%
LEDGF integ inh = blockers of LEDGF/p75-dependent integrase strand transfer – biochemical, TR-FRET, high throughput, primary screen; TR-FRET IN-LEDGF/p75 DNA integration, Eu/Cy5; 370,000 tested, 0.64% active; inhibition, % at 3.7 µM; AID 743269, 2014; HIV-1 integrase (with human LEDGF/p75);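 active = inhibition above the screen-wide mean plus 3 SD, cut at about 13% in these data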;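 also: signal is the Cy5 over europium emission ratio at 671 and 618 nm; 0% = plate median of compound wells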
Numbers without * were called inactive; / = not tested or not shown. A portion of the library, so the mix of outcomes need not match the whole.

SMILES	NR1D1 modulator	PRMT1 FP inh	HTRA1 inhibitor	TCR-CD3 inh	TDP2 inh	rCAG RNA binder	SIAE inh	ABHD4 inh	PG9 binder	LEDGF integ inh
Cn1nnc(CC[N+](C)(C)C)n1	-8	1	/	-3	-4	-1	2	4	0.5	0
Cc1ccc(-c2cc(-c3ccc(C)cc3)[n+](-c3ccc(C(=O)[O-])cc3)c(-c3ccc(C)cc3)c2)cc1	2	-2	-40	0	2	-7	1	4	0.3	2
Nc1ccc(CCN2CCN(c3cccc(C(F)(F)F)c3)CC2)cc1	8	-8	-1	44*	-5	0	4	-3	1.0	-2
COc1ccc(CN2C(=O)NC(=O)/C(=C\c3cccc(OC)c3OC)C2=O)cc1	-2	10	/	4	-1	18	6	6	-0.3	1
COc1ccc(NC(=O)CN2C3CCC2CC(O)(c2cccnc2)C3)cc1OC (stereo not given)	-7	-3	2	-4	-3	-1	-4	-10	-1.3	0
O=C(CCc1ccccc1)N1Cc2cc(N3CCOCC3)ccc2-n2nncc2C1	-2	2	/	-2	-3	4	2	2	1.1	1
CN1C(=O)CN=C(c2ccc(Cl)cc2)c2cc(Cl)ccc21	3	-1	-5	0	4	0	-2	3	-0.8	-2
CCN(CC)CCCN=Cc1c(O)n(CCc2ccc(OC)c(OC)c2)c(=O)[nH]c1=O	-2	1	4	-2	-2	-4	1	5	0.9	-4
CNCCc1ccc(O)c(O)c1	-10	21*	6	-1	-2	1	5	24	-2.1	12
NS(=O)(=O)c1ccc(N=Nc2c(O)[nH]c(=S)[nH]c2=O)cc1	4	4	6	0	-10	3	2	-4	-12	-5
CC(C)(C)c1ccccc1O	2	2	-2	-1	8	0	5	3	0.6	-2
CCC(=NCCCn1ccnc1)c1c(O)n(Cc2ccccc2)c(=O)[nH]c1=O	1	7	2	2	-9	2	-5	-4	0.3	0
CCCCCCC(N)CC(=O)O (stereo not given)	-3	0	-1	2	-5	9	-1	-7	0.4	0
Cc1ncc2n1-c1ccc(Cl)cc1C(c1ccccc1F)=NC2	2	5	2	-8	2	-1	-4	0	-0.1	-1
CC1=CC(=Cc2sc3ccccc3[n+]2C)C=C(C)O1	5	6	-3	-5	-14	-2	1	4	-14	2
O=C(Cc1ccccc1)N1CCN(C2CCCCCC2)CC1	5	-2	9	4	4	-7	-4	5	-1.7	-1
CCN1CCN(Cc2ccc(C)cc2C)CC1	8	5	-4	0	-6	-2	12	-9	0.8	1
CN1CSC(=S)N(C)C1	0	0	8	6	3	3	0	3	-2.6	-5
CCC(C)N1CCN(C(=O)COc2ccc3ccccc3c2)CC1 (stereo not given)	3	0	-4	13	5	-1	4	12	-0.6	-4
C[C@]12CCC3C(CC[C@H]4C[C@H](O)CC[C@]34C)C1C[C@@H](O)[C@@H]2O (stereo not given in full)	9	0	4	-2	5	-1	4	6	-1.0	-3
NC(Cc1ccccc1Cl)c1nn[nH]n1 (stereo not given)	1	-1	2	0	13	1	-4	3	-1.2	3
COc1ccc(N=C(C)c2c(O)n(C)c(=O)n(C)c2=O)c(OC)c1	2	-2	4	6	-15	0	-1	8	-2.2	0
COc1ccccc1N1CCN(Cc2ccc(SC)cc2)CC1	0	-1	-1	5	-5	-9	-2	12	-3.5	2
CN1CCN(CCOC2c3ccccc3CSc3ccc(Cl)cc32)CC1 (stereo not given)	0	5	-12	-3	-16	-1	5	9	-0.2	2

A draw from above in order of molecular weight, lowest first.
SMILES	NR1D1 modulator	PRMT1 FP inh	HTRA1 inhibitor	TCR-CD3 inh	TDP2 inh	rCAG RNA binder	SIAE inh	ABHD4 inh	PG9 binder	LEDGF integ inh
CN1CSC(=S)N(C)C1	0	0	8	6	3	3	0	3	-2.6	-5
CN1C(=O)CN=C(c2ccc(Cl)cc2)c2cc(Cl)ccc21	3	-1	-5	0	4	0	-2	3	-0.8	-2
Cc1ccc(-c2cc(-c3ccc(C)cc3)[n+](-c3ccc(C(=O)[O-])cc3)c(-c3ccc(C)cc3)c2)cc1	2	-2	-40	0	2	-7	1	4	0.3	2

(further entries)
SMILES	NR1D1 modulator	PRMT1 FP inh	HTRA1 inhibitor	TCR-CD3 inh	TDP2 inh	rCAG RNA binder	SIAE inh	ABHD4 inh	PG9 binder	LEDGF integ inh
CCN(CC)c1ccc(N=Cc2c(O)n(-c3ccccc3)c(=O)[nH]c2=O)cc1	0	25*	40*	6	1	10	9	67*	-8.1	12
CN(C)C(=O)OCc1n(C)cc[n+]1C	2	1	-1	1	10	8	6	-1	-1.2	0
CCOP(=O)(C#CC(C)(C)C)C1(O)CCCCC1 (stereo not given)	-3	-2	3	8	3	-4	5	7	-1.8	3
CSCCC(c1nnnn1C1CCCC1)N1CCC2(CC1)C(=O)NCN2c1ccccc1 (stereo not given)	-3	-1	/	2	-11	2	-5	-1	-1.5	0
Cc1cc(/C=C2\C(=O)NC(=O)N(c3ccccc3F)C2=O)c(C)n1-c1cc(C(=O)O)cc(C(=O)O)c1	9	8	7	3	2	5	-6	3	-2.7	40*
Cc1ccc(C)c(NP(=O)(Oc2ccccc2)Oc2ccccc2)c1	4	-2	-41	1	-9	-5	1	-7	2.0	0
O=C(O)Cn1cc(C(=O)c2ccccc2)c2ccccc21	-1	1	1	-3	9	0	0	-7	-0.3	2
O=c1c2ccccc2[nH]c(=S)n1-c1cccnc1	8	-5	/	5	-7	0	1	1	-0.9	2
Cc1c(C(=O)c2ccccc2)c2ccccc2n1C	-1	0	-5	1	0	-4	1	-2	0.3	2
O=C1OCc2cc(N=Nc3c(O)[nH]c(=O)[nH]c3=O)ccc21	5	-1	5	-4	-12	2	0	9	-1.5	2
CCOC(=O)C1=C(N)OC2=C(C(=O)CCC2)C12C(=O)Nc1ccccc12 (stereo not given)	-1	-2	2	0	7	1	1	-5	-0.5	1
COC(=O)C1=C(c2ccc(OCc3ccccc3)cc2)C[C@@H]2CC[C@H]1N2C(=O)NCc1ccc2c(c1)OCO2	3	0	-24	4	-9	5	0	51*	0.9	2
O=c1c(/C=N/N2CCOCC2)c(O)n(-c2ccccc2)c(=S)n1-c1ccccc1	-3	3	2	-3	4	10	3	-6	-2.1	5
CC12CN3C(O)C(C)(C1)CC(C)(C2)C3O (stereo not given)	-4	3	5	-11	1	-1	-2	-7	1.2	2
O=C1NCN(c2ccccc2)C12CCN(C(c1cccc3ccccc13)c1nnnn1C1CCCCC1)CC2 (stereo not given)	9	-2	/	9	-16	7	-5	-9	-0.1	4
O=c1[nH]c(=S)n(C2CC2)c(O)c1C=NCC1CCCO1 (stereo not given)	3	0	4	-3	8	-3	-6	-3	0.3	0
COc1ccc(OCC#CCN2CCCCCC2)cc1	-3	-2	0	-3	10	-4	7	8	7.4	0
CC(=NCCN1CCOCC1)c1c(O)n(Cc2ccccc2)c(=O)[nH]c1=O	0	2	-2	-2	10	0	1	-1	-0.2	1
CCN1c2nc3ccccn3c(=O)c2CC2(C(=O)N(C)C(=O)N(C)C2=O)C1C (stereo not given)	3	-1	9	6	8	-2	1	2	-0.5	1
CCOC(=O)c1cnc(N2CC2)nc1N	-1	1	-1	4	-11	5	-2	-2	-0.4	-4
COCCNCCOc1ccc(C(C)(C)c2ccccc2)cc1	-1	-2	4	-3	4	-10	-1	11	0.9	0
CCCCC(=O)N/N=C/c1c(O)n(C2CC2)c(=S)[nH]c1=O	-1	-4	4	8	-16	4	-4	-3	-2.9	4
O=c1c2ccccc2nc(-c2ccc(-c3ccccc3)cc2)n1-c1ccncc1	1	1	-28	5	-5	-2	-5	-13	-1.9	-3
C[C@]12CCC3C(CC[C@H]4C[C@H](O)CC[C@]34C)C1[C@@H](O)[C@@H](O)[C@@H]2O (stereo not given in full)	0	-5	4	-4	2	0	-5	0	-0.3	3
CCCCn1nnnc1C(CCc1ccccc1)N1CCC(n2c(=O)[nH]c3ccccc32)CC1 (stereo not given)	-6	4	/	-1	4	4	-4	4	0.8	20*
CCc1nc(N2CCNCC2)c(C#N)c2c1CSC(C)(C)C2	-3	-1	-8	-3	11	0	0	0	2.3	0
O=c1ccc2cc(O[C@@H]3O[C@H](CO)[C@@H](O)[C@H](O)[C@H]3O)c(O)cc2o1	-11	1	-1	2	7	0	7	4	1.6	-4
Cc1ccccc1-n1c(O)c(/C=N/N2CCOCC2)c(=O)[nH]c1=S	3	-3	-1	-19	10	2	9	-7	-1.0	-1
CN(C)C(=O)Oc1cccc(-c2cn3cc(Cl)ccc3n2)c1	0	0	-7	0	-10	-2	7	12	-0.7	2
COc1ccc(S(=O)(=O)NC(CC(=O)N2CCC3(CC2)OCCO3)c2ccco2)cc1 (stereo not given)	-3	0	0	2	-3	1	1	-3	-0.2	-1
CCCCCCCCC(=O)NCc1ccc(O)c(OC)c1	-1	2	0	5	2	-1	3	-3	-1.7	0
Cc1nn(CC(C)C)c(Cl)c1C(=O)NC1CCCC1	-1	1	0	7	1	-1	7	4	0.7	-1
COc1ccccc1N1C(=O)NC(=O)C(CCc2ccncc2)(CCc2ccncc2)C1=O	-2	0	-6	3	5	-6	10	-2	-0.7	-3
CCCCn1c(=O)c(C(=O)NCc2ccc(Cl)cc2)c(O)c2ccccc21	-1	-1	-2	2	5	-2	-3	0	0.6	4
O=P(OC1=CCCCC1)(c1ccccc1)c1ccccc1	-8	-3	/	-12	-14	2	-2	-6	0.8	7
COc1ccc(N=C(C)c2c(O)n(C3CCCCC3)c(=O)[nH]c2=O)c(OC)c1	-1	5	3	4	-10	3	-3	-10	-1.1	0
Cc1cc(NC(=O)COC(=O)c2c(C)nn(Cc3ccccc3)c2C)no1	-3	-3	-9	2	-1	0	2	3	0.8	-2
O=C(/C=C/c1ccccc1)NC(=S)N1C[C@H]2C[C@H](C1)c1cccc(=O)n1C2	-6	9	-8	-2	9	1	1	3	1.2	-3
Brc1ccc2[nH]cc(/C=N/N3CCCCC3)c2c1	-4	-3	-8	-1	8	7	7	-2	-1.3	-3
O=C(NCCN1CCC2(CC1)C(=O)NCN2c1ccccc1)C(c1ccccc1)c1ccccc1	-3	-2	/	-6	6	1	4	16	-1.5	2
COc1ccc(C2NCCc3[nH]cnc32)cc1 (stereo not given)	8	5	2	1	5	-2	2	5	1.4	0
Cc1ccc(P(=S)(c2ccc(C)o2)N2CCOCC2)o1	5	3	3	-2	-10	0	-5	1	-1.0	1
